Source: PubChem
USP2a block – blocks human ubiquitin-specific protease USP2a; O75604; USP2 core, Ub-CHOP2 coupled fluorogenic reporter, 485/531; Potency, µM (titrated, usually from 38.3 µM), without a hit: top-dose activity change, negative = inhibition, usual class: inhibitors; hit rate 0.01% among 330,000;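 also: potency is read from the fitted curve at half-maximal effect; plate controls were DMSO wells for no effect and full inhibition by NEM control for full effect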
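Cell-free coupled assay: 10nM USP2 core preincubated 30min RT with compound in Tris-HCl pH 8.0/CaCl2/CHAPS buffer, then 25nM Ub-CHOP2 and 25nM reporter substrate; fluorescence (Ex 485/Em 531) read after 60min RT, normalized to NEM inhibition, concentration-response curves fitted.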
p53 reactivation – mutant p53 re-activation in reporter cells; H1299 p53-A138V BP100-luciferase reporter, luminescence, 24 h; Potency, µM (titrated, usually from 92.2 µM), inactives show top-dose activity change, positive = activation, actives largely listed as activators; hit rate 0.063% among 320,000; also: potency is read from the fitted curve at half-maximal effect; % of control where 0% means no effect; nearly all actives have a fitted effect of over 45% in size
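H1299 (p53-null), stable ts p53-A138V + BP100-Luc; 1000 cells/well, Opti-MEM/10% FBS; cpd 4 pt, 1:5; 24 h, 37 deg C, 5% CO2; detection reagent 10 min RT; luminescence.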
a7 integrin act – activators of alpha7 integrin expression for muscular dystrophy | alpha7betagal myoblasts, beta-gal FDG fluorescence, 48 h | Potency, µM (titrated, usually from 38.3 µM), for inactives: top-dose activation, most hits filed as activators | hit rate 0.064% among 350,000 | AID 624291;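 also: potency is read from the fitted curve at half-maximal effect; 100% = response of the positive control SU9516; nearly all actives have a fitted effect of over 60% in size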
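Alpha7betagal+/- myoblasts (passage 13) were plated 16-24 hr, then exposed to compounds (1:260 dilution of DMSO stock) for 48 hours at 37C. After MPER lysis, β-galactosidase reporter activity was read as FDG fluorescence (ex 480/em 540) after 30 minutes.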
TRPV1 agonist – activates the human vanilloid receptor TRPV1; Q8NER1; TRPV1-expressing cells, Fluo-8 calcium influx, agonist mode; activation, % at 8.33 µM; hit rate 0.19% among 320,000; in the data active = activation above about 80%; inconclusive = between about 30% and that limit; also: 0% is about no effect
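TRPV1-expressing cells were cultured overnight at 35.5C and loaded with Fluo-8 calcium dye for 40 to 90 min at room temperature. After a 10 s baseline, compound was added and calcium influx was read kinetically for 3 min (ex 480/em 520 nm).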
S-ASM inh – blocks human secretory acid sphingomyelinase | P17405 | placental ASM, HMU-PC fluorogenic substrate, 60 min | Potency, µM (highest dose often 57.5 µM), for the others: top-dose activity change, negative = inhibition, usual class: inhibitors | hit rate 0.006% among 340,000; also: potency is read from the fitted curve at half-maximal effect
Target sequence (P17405 47-631 limits assumed): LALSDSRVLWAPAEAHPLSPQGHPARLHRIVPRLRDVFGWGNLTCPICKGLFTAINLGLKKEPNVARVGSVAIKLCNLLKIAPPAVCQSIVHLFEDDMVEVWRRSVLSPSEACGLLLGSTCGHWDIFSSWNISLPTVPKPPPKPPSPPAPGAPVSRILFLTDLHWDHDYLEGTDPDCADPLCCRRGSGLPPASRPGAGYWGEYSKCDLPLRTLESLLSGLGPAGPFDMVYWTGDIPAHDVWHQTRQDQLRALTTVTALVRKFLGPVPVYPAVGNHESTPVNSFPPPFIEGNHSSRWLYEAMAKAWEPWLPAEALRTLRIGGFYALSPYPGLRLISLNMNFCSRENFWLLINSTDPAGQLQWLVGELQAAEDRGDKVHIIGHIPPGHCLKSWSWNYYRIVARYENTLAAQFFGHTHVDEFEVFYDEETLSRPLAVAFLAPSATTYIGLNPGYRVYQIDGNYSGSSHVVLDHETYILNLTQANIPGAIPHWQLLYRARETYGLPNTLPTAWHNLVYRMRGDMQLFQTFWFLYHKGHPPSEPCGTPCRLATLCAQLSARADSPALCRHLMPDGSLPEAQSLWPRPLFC
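Human placenta-derived ASM enzyme was preincubated with compound for 10 minutes at room temperature, then given fluorogenic substrate HMU-PC0 (9 uM final) for 60 minutes at 37 °C; a pH 10 stop preceded fluorescence reading at Ex 386/Em 447 nm.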
BRCA1 expr up – increases BRCA1 expression; MCF7-BRCA1-FFLuc reporter, luminescence, 48 h; response scale: scaled: vehicle 0%, 10 µM genistein 100%; Potency, µM (highest dose often 46.1 µM), for inactives: top-dose activation, usual class: activators; hit rate 1.1% among 380,000; AID 624202; also: potency is read from the fitted curve at half-maximal effect; nearly all actives have a fitted effect of over 80% in size; some results filed as inactive show a strong effect at the top dose
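Quantitative HTS in MCF7 cells stably reporting BRCA1 expression via firefly luciferase. Compound treatment lasts 48 h at 37 °C in phenol-red free MEM. Activation is expressed relative to genistein at 10 microM and DMSO.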
ELG1 genotox – inducers of genotoxicity in HEK293T ELG1-luciferase cells; HEK293T ELG1-luciferase reporter, luminescence, 16 h; hit rate 1.3% among 330,000; Potency, µM (series often up to 46 µM), for the others: top-dose activity change, positive = activation, actives largely listed as activators; also: potency is read from the fitted curve at half-maximal effect; % of control where 0% means no effect; nearly all actives have a fitted effect of over 60% in size
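HEK293T cells expressing luciferase-tagged ELG1 were treated with compound or DMSO for 16 hr at 37°C. Luciferase activity was then read after 30 min with ONE-Glo at room temperature; rising signal flags genetic stress.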
uPA generation – inhibitors of cell surface uPA generation | Potency, µM (highest dose often 38.3 µM), for the others: at the highest dose activity change, negative = inhibition, usual class: inhibitors | cell surface uPA generation assay, qHTS | hit rate 0.31% among 330,000; active = well fitted inhibition curve with a large enough effect; inconclusive = small, poorly fitted or top-dose-only effect; inactive = no such curve, though single readings can be large or run the other way; tested in mouse RAW 264.7 cells; also: potency is read from the fitted curve at half-maximal effect; % is scaled to controls: 0 for no effect and ±100 for the full control effect; nearly all actives have a fitted effect of over 55% in size
B2AR arrestin – beta2AR (human) beta-arrestin recruitment activity; Potency, µM (titrated, usually from 46.1 µM), for the others: top-dose activation, actives largely listed as activators; AID 492947; hit rate 0.02% among 330,000; beta-arrestin recruitment to beta2AR, cell-based reporter;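 also: potency is read from the fitted curve at half-maximal effect; 0% = DMSO controls and full agonism = EC100 isoproterenol or metaproterenol; nearly all actives have a fitted effect of over 65% in size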
Eya2 phos inh – inhibitors of human Eya2 phosphatase activity. Potency, µM (series often up to 76.9 µM), inactives show at the highest dose activity, negative = inhibition, hits mostly inhibitors. hit rate 0.006% among 330,000. recombinant Eya2, OMFP fluorescence dephosphorylation (OMFP is methylfluorescein phosphate); also: potency is read from the fitted curve at half-maximal effect; % is scaled to controls: 0 for no effect and ±100 for the full control effect
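Eya2 (0.2 uM) preincubated 10 min at ambient with compound, then OMFP substrate added at 50 uM; 10 min reaction in 50 mM HEPES pH 7.5, 50 mM NaCl, 5 uM MgCl2, 0.05% BSA, 1 mM DTT. Fluorescence read at Ex 485/Em 525 nm.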
TSG101-PTAP inh – blocks PTAP/TSG101 interaction to inhibit HIV-1 budding; Potency, µM (series often up to 115 µM), for inactives: at the top dose activity change, negative = inhibition, hits mostly inhibitors; AID 493005; 340,000 tested, under 10 active; Fluorescence polarization, FITC-PTAP peptide / Tsg101 binding; active = well fitted inhibition curve with a large enough effect in the main read-out, with a control signal flat, not every such curve was filed as active; inconclusive = small, poorly fitted or top-dose-only effect, or effect the other way, or a change in a side signal; inactive = no such curve, though single readings can be large or run the other way; also: potency is read from the fitted curve at half-maximal effect; % of control where 0% means no effect
Target sequence (Q99816 whole entry, looked up): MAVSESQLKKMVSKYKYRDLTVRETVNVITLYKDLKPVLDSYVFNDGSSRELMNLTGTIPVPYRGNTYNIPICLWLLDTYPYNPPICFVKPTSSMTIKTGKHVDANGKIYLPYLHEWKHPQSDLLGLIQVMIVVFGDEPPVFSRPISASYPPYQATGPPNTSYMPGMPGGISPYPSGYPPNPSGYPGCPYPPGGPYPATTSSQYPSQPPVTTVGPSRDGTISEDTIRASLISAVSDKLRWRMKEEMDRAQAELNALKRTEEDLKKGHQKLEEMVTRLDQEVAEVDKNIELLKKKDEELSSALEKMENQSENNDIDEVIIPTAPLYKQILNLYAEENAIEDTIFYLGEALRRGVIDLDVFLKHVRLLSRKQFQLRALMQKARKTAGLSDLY
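Steps: Tsg101 binding domain dispensed (10 uM final), compounds pinned in DMSO, FITC-labeled PTAP-motif peptide added (50 nM final); after 20 min binding at room temperature, polarization measured.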
* hit, by the source's call; u = inconclusive; x = no result given; [ ] = dose if it differs, or a comment. Unless noted, calls follow the shape of the dose curve; as a rule, active = well fitted curve in the direction sought with a large enough effect; inconclusive = small, poorly fitted or top-dose-only effect, or another doubt; inactive = no such curve, though single readings can be large; an effect the other way counts as inactive or inconclusive. Compounds were not picked by outcome (roughly 2.6% active in at least one column).

SMILES	USP2a block	p53 reactivation	a7 integrin act	TRPV1 agonist	S-ASM inh	BRCA1 expr up	ELG1 genotox	uPA generation	B2AR arrestin	Eya2 phos inh	TSG101-PTAP inh
CCOC(=O)C(C)OC(=O)C1=C(C)NC(=O)NC1c1ccc2c(c1)OCO2 (configuration not stated)	-1%	x	2%	-4	7%	-29%	0%	-35%	-0.4%	2%	-4%
COC(=O)c1ccc(/C=N/N2CCN(Cc3ccc(Cl)cc3)CC2)cc1	-2%	-1%	-13%	0	-5%	-9%	-4%	1%	-0.4%	u	-6%
O=C(/C=C/c1ccc(F)cc1)Nc1ccc2[nH]c(=O)[nH]c2c1	2%	-1%	9%	83*	0%	0%	2%	-4%	-0.4%	7%	-6%
O=C(NCc1ccccc1)/C(=C/c1ccco1)NC(=O)c1ccco1	-1%	5%	16%	2	-1%	-4%	1%	1%	0.0%	5%	-3%
COC(=O)c1ccccc1NC(=O)CSc1nnc(-c2ccc(C)cc2)o1	1%	u	x	-1	x	x	u	x	-0.1%	-11%	x
O=C(c1cccnc1Nc1ccc2c(c1)CCC2)N1CCOCC1	5%	10%	-27%	1	1%	13%	4%	8%	-0.1%	7%	0%
CC1CCCCN1S(=O)(=O)c1ccc([N+](=O)[O-])cc1 (configuration not stated)	1%	11%	u	-4	1%	-2%	-1%	13%	0.1%	-1%	-4%
CNC(=O)c1ccsc1NC(=O)c1sc2ccccc2c1Cl	1%	11%	5%	1	-8%	10%	15%	u	-1.5%	-11%	1%
CCOc1ccc(CCNC(=O)C2CCN(S(=O)(=O)N3CCOCC3)CC2)cc1OCC	4%	-6%	-14%	1	4%	1%	1%	7%	0.1%	16%	0%
COc1ccccc1OCCC(=O)NNC(=O)c1ccccc1F	1%	0%	12%	2	1%	22%	3%	12%	0.4%	7%	-2%
O=C(Nc1ccc(Cl)cc1)Nc1ccc(N2CCCC2)c(S(=O)(=O)Nc2ccccc2Cl)c1	-1%	-2%	-53%[inhibitor]	4	-7%	-58%	-2%	-11%	-0.8%	4%	0%
CC(C)N1CC(C(=O)Nc2cccc([N+](=O)[O-])c2)CC1=O (configuration not stated)	1%	x	u	-4	-5%	8%	2%	9%	-0.5%	12%	-1%
COc1ccc(S(=O)(=O)N(CCc2ccccc2)CC(=O)N/N=C/c2ccc3c(c2)OCO3)cc1	-13%	-5%	19%	2	-3%	-57%	-2%	-5%	-0.3%	2%	0%
CSCCC(NC(=O)c1ccccc1Cl)C(=O)NCC(c1ccc(F)cc1)N1CCOCC1 (configuration not stated)	x	x	12%	x	4%	-16%	x	-8%	x	x	-3%
COC(=O)c1ccc(-n2c(C)nc(=O)c(-c3ccccc3)c2C)cc1	-1%	-23%	43%	-6	1%	-1%	0%	-1%	-0.2%	-27%	-5%
c1ccc(CCNc2ccc3c(c2)Cc2ccccc2-3)nc1	x	x	0%	x	-1%	u	x	-1%	x	x	-5%
C=CCn1c(SCC(=O)N(CC)c2c(N)n(Cc3ccccc3)c(=O)[nH]c2=O)nnc1-c1ccccc1OC	x	x	10%	x	6%	9%	x	0%	x	x	-4%
NS(=O)(=O)c1cccc(NC(=O)CC2(CC(=O)O)CCCC2)c1	1%	2%	-12%	-2	4%	0%	-3%	-1%	0.2%	-7%	-7%
CCCOc1ccc(-c2c(C(=O)N/N=C/c3ccco3)nnn2-c2nonc2N)cc1	1%	-5%	13%	u	-1%	-12%	-3%	-8%	-0.5%	-10%	-4%
NCCOc1cnn(-c2ccccc2Cl)c(=O)c1Cl	2%	-8%	-10%	-2	3%	-3%	2%	1%	-0.7%	0%	-4%
CN(CCc1ccccc1)C(=O)c1ccc(NC(=O)Cc2cccc(NC(=O)C3CCN(C(=O)CCc4ccccc4)CC3)c2)cc1	x	x	8%	x	-5%	-7%	x	17%	x	x	-3%
CC(C)(C)c1nnc(NC(=O)Cc2ccccc2[N+](=O)[O-])s1	-5%	3%	-4%	3	4%	17%	5%	-14%	-0.3%	-4%	0%
Cc1ccc(CCNC(=O)CNC(=O)c2cccs2)cc1	2%	1%	25%	2	-2%	8%	2%	-2%	0.4%	-3%	0%
CC(=O)c1c(N2CCOCC2)nc(=O)n(-c2ccccc2)c1C	-1%	-6%	-3%	-3	-1%	-2%	1%	6%	u	11%	-3%
O=C1NCC(c2ccccc2)C1C(=O)N/N=C\c1ccc(-c2cccc(Cl)c2Cl)o1 (configuration not stated)	0%	-1%	-6%	-3	-14%	-26%	-6%	-2%	-0.2%	13%	-2%
CN(Cc1ccccc1F)C(=O)CCCNC(=O)c1ccc(Cl)cc1	2%	-1%	14%	14	-4%	-4%	-6%	0%	-0.4%	3%	-4%
CC(=O)Nc1nc2ccccc2n1CCOc1ccccc1Cl	2%	1%	-66%[inhibitor]	14	2%	-35%	-4%	-7%	-0.2%	0%	-2%
COc1cc2c(cc1OC)C(c1c(Cl)cccc1Cl)NC(=O)C2 (configuration not stated)	0%	x	-16%	-3	-1%	-15%	1%	-15%	0.0%	u	-6%
Cc1cc(-c2csc(NC(=O)c3ccc(S(=O)(=O)N(C)C)cc3)n2)c(C)n1-c1ccccc1	3%	10%	-2%	-2	-7%	-40%	-6%	3%	0.2%	1%	-3%
CCOc1cc(N2CCOCC2)c(OCC)cc1NC(=O)CN1C(=O)NC(CC(C)C)C1=O (configuration not stated)	8%	-3%	-23%	-4	-1%	-10%	0%	10%	-0.2%	1%	0%
CCOc1nc(NCCC2=CCCCC2)nc(N2CCOCC2)n1	0%	-5%	-10%	u	2%	-17%	0%	10%	-0.2%	15%	1%
COc1ccc(N2CCN(c3nc(Nc4ccc(C)c(F)c4)nc(N4CCCC4)n3)CC2)cc1	-1%	-4%	23%	-2	-18%	-40%	-12%	3%	-0.7%	2%	-1%
NC(N)=NC1=NC(=O)C(Cc2ccccc2)S1 (configuration not stated)	1%	-3%	0%	1	0%	25%	14%	1%	-0.1%	0%	-6%
O=C(NCCCN1CCN(Cc2ccccc2Cl)CC1)Nc1ccccc1	0%	-2%	-1%	0	-1%	2%	-1%	-1%	0.1%	5%	0%
Cc1nc(C(C)NC(=O)CCc2nnc(CCCc3ccccc3)o2)c(C)s1 (configuration not stated)	2%	8%	-13%	2	17%	u	u	6%	0.2%	5%	-1%
C/C(CC(C)(C)C1CCCCC1)=N\NC(N)=S	5%	-2%	-62%[inhibitor]	-3	-1%	-95%	-15%	-22%	u	18%	-3%
COc1cccc(NC(=O)CN2C(=O)COc3ccc(C)cc32)c1	1%	-14%	6%	5	3%	-40%	-8%	-5%	-0.5%	-1%	-10%
O=C(NCC(O)c1ccccc1)c1ccc(Cl)c(S(=O)(=O)N2CCCCC2)c1 (configuration not stated)	1%	-12%	-21%	u	-2%	7%	-9%	4%	-0.9%	-3%	-4%
NC(=O)c1ccsc1NC(=O)CSc1nnc(NC2CC2)s1	5%	-4%	7%	x	-1%	-1%	3%	-1%	0.5%	2%	-2%
Cn1c(N)c(N2CCN(c3ccccc3)CC2)c(=O)[nH]c1=O	-2%	2%	14%	-1	5%	9%	-2%	3%	-0.1%	-6%	1%
COC(=O)[C@@H](Cc1c[nH]c2ccccc12)NC(=O)CCC(=O)c1ccc(F)cc1	2%	-1%	-7%	-2	-3%	0%	-1%	-24%	-1.1%	-31%	-5%
CCOC(=O)N/N=C1\CCS(=O)(=O)c2ccc(Cl)cc21	-2%	-2%	32%	0	-1%	0%	1%	15%	-0.3%	-27%	-2%
COC(=O)c1c(NC(=O)c2ccc(C)c(S(=O)(=O)Nc3ccccc3C)c2)sc2c1CCCC2	-9%	2%	-4%[7.66 µM]	-2	-6%	-2%	-3%	x	0.0%	-22%	2%
O=C(CCNc1cc(Cl)cc(Cl)c1)c1ccco1	-4%	4%	-22%	1	-8%	-31%	-5%	2%	-0.4%	3%	-4%

Compound profiles, as listed above. Order of screens: USP2a block | p53 reactivation | a7 integrin act | TRPV1 agonist | S-ASM inh | BRCA1 expr up | ELG1 genotox | uPA generation | B2AR arrestin | Eya2 phos inh | TSG101-PTAP inh
`O=C(/C=C/c1ccc(F)cc1)Nc1ccc2[nH]c(=O)[nH]c2c1` in the list: 2% | -1% | 9% | 83* | 0% | 0% | 2% | -4% | -0.4% | 7% | -6%
`O=C(NCC(O)c1ccccc1)c1ccc(Cl)c(S(=O)(=O)N2CCCCC2)c1` (configuration not stated) in the list: 1% | -12% | -21% | u | -2% | 7% | -9% | 4% | -0.9% | -3% | -4%
